Assay outcomes from PubChem BioAssay.
Mtb RmlCD inh – M. tuberculosis RmlC/RmlD coupled enzyme inhibitors, primary screen, biochemical, compound mixtures, 384-well, from 1536-well plates | dTDP-4-dehydrorhamnose reductase (Mycobacterium tuberculosis (strain ATCC 25618 / H37Rv)) … | RmlC+RmlD coupled enzyme assay, percent inhibition; primary screen in compound mixtures | inhibition, % at 3.6 µM | 0.03% of 160,000 active | AID 1533, 2009; in the data active = inhibition mostly above about 34%, no sharp cut-off; also: some results filed as inactive read as strong as hits
Target sequence (P9WH09 whole entry, looked up): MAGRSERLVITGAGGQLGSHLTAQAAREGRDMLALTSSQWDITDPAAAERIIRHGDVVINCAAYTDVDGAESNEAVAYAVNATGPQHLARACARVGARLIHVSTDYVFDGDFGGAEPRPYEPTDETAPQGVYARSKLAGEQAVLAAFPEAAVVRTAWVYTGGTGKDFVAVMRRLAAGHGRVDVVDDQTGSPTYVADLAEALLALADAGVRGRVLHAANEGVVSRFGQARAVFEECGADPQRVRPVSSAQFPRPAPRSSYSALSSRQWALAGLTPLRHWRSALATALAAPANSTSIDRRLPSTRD
Target sequence (P9WH11 whole entry, looked up): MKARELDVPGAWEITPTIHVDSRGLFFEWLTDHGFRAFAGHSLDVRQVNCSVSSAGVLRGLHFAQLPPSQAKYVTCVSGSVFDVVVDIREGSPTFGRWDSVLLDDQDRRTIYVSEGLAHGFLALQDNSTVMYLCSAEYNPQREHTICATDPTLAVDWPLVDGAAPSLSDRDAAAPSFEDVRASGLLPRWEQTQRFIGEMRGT
GlmU inhibition – inhibition of mycobacterial GlmU enzyme – biochemical, glucosamine-1-phosphate acetyltransferase (AID 1376); Bifunctional protein GlmU (Mycobacterium tuberculosis (strain ATCC 25618 / H37Rv)); M. tuberculosis GlmU acetyltransferase enzyme assay; higher % means a stronger effect; one-dose inhibition, %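 (tested at 30 µM in the primary screen)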; IC50 in µM for titrated hits; 0.25% of 220,000 active; in the data active = inhibition above about 13%;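 also: 0% = complete reaction with vehicle and 100% = reaction without substrate; strong numbers were not always called active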
Active calls of the source: *. Only part of the results is shown; rates above refer to the full screens.

Screening Cn1cnnc1SC1CCCCC1NS(=O)(=O)c1ccccc1 (stereo not drawn) returned Mtb RmlCD inh 3 and GlmU inhibition 0.7%.
COC(=O)c1nc2ccccc2s1 was read as GlmU inhibition 6.3%.
CCN(CC)Cc1ccc(NC(=O)c2sc3cc(Cl)ccc3c2Cl)cc1 was read as GlmU inhibition 3.7%.
Cn1cc(/C=C/c2nc3ccccc3c(=O)n2-c2cccc([N+](=O)[O-])c2)c2ccccc21 was read as Mtb RmlCD inh -13 and GlmU inhibition 2.9%.
COC(=O)NC(=S)Nc1ccc(Oc2ccc(Cl)cc2)c(Cl)c1 was read as GlmU inhibition 3.3%.
For CC(Oc1cccc(Cl)c1)c1ccnc2nc(/N=C/N(C)C)nn12 (stereo not drawn) the results were Mtb RmlCD inh -3 and GlmU inhibition -7.5%.
Screening COc1cc(/C=N/O)ccc1OCc1ccc([N+](=O)[O-])cc1 returned Mtb RmlCD inh -5 and GlmU inhibition -0.4%.
COc1cc(C)c(Cl)c(C)c1S(=O)(=O)NCc1ccc2c(c1)OCO2 was read as GlmU inhibition 2.9%.
For CN(Cc1ccccc1)CC(O)COc1ccc(CNCCc2cccnc2)cc1 (stereo not drawn) the results were Mtb RmlCD inh -7 and GlmU inhibition -2.6%.
CCOC(=O)/C=C1\NC(=O)C(C)S1 (stereo not drawn) was read as Mtb RmlCD inh -7 and GlmU inhibition 2.1%.
Screening CN(C)C(=N)c1n[nH]nc1SCc1ccc(Cl)c(Cl)c1 returned GlmU inhibition 1.5%.
`COc1cc(NC(=S)NC(=O)c2ccco2)ccc1NC(=O)C(C)C` gave Mtb RmlCD inh 4 and GlmU inhibition 3.6%.
CCc1cccc(NC(=O)CCc2nc(-c3cccs3)no2)c1 was read as Mtb RmlCD inh 7 and GlmU inhibition 2.9%.
c1ccc(-c2noc(C3CCCCC3)n2)nc1 was read as GlmU inhibition -0.5%.
Cc1[nH]n(-c2ccccc2)c(=O)c1/C=N/c1nn[nH]n1 was read as Mtb RmlCD inh 10 and GlmU inhibition -6.1%.
For COc1cccc(C2CC(c3ccccc3Cl)n3ncnc3N2)c1 (stereo not drawn) the results were GlmU inhibition 0.9%.
O=c1c(-c2ccccc2)c(O)cc(-c2ccncc2)n1-c1ccc(Cl)cc1 was read as GlmU inhibition 6.7%.
`Oc1ccccc1C1=Nc2ncnn2C(c2ccc(F)cc2)C1` (stereo not drawn) gave Mtb RmlCD inh -7 and GlmU inhibition 0.1%.
`CN(CCc1ccccn1)C(=O)CCC1CCCN(C(=O)CN2CCCCCC2)C1` (stereo not drawn) gave Mtb RmlCD inh -14 and GlmU inhibition -5.8%.
Screening CC1SC(c2cccc(Cl)c2)NC1=O (stereo not drawn) returned GlmU inhibition 2.7%.
For Cc1nnc(SCC(=O)c2ccc([N+](=O)[O-])cc2)s1 the results were GlmU inhibition 1.9%.
O=C(NNC(=O)C1CCN(c2ncccn2)CC1)c1ccc(Cl)cc1 was read as Mtb RmlCD inh 16 and GlmU inhibition -7.1%.
COC(=O)C1(Cc2ccccc2)NC(c2ccccc2C)C2C(=O)N(c3ccc4c(c3)OCO4)C(=O)C21 (stereo not drawn) was read as GlmU inhibition 1.2%.
Oc1cccc(NC(=S)Nc2ccccc2)c1 was read as GlmU inhibition 0.9%.
For CCN(CC)c1c([N+](=O)[O-])c(=O)n(CC)c2ccccc12 the results were Mtb RmlCD inh 1 and GlmU inhibition 0.7%.
For Cc1c(C(=O)Nc2cccc(Cl)c2)cn2c(nc3ccccc32)c1C#N the results were GlmU inhibition -3.1%.
Screening COc1ccc(NC(=O)Cn2nnc(-c3ccccc3NC(=O)c3cccs3)n2)cc1 returned GlmU inhibition 1.6%.
`CNCc1ccccc1OCC(=O)Nc1ccccc1` gave Mtb RmlCD inh 1 and GlmU inhibition 4.0%.
`CCCCC(=O)NCCc1cc2c(OC)ccc(OC)c2[nH]c1=O` gave Mtb RmlCD inh 60.
COc1cc(NC(=S)Nc2ccccn2)cc(OC)c1 was read as Mtb RmlCD inh 0 and GlmU inhibition 1.1%.
CCOc1ccc(S(=O)(=O)N2CCN(c3ccc(C)cc3C)CC2)cc1 was read as Mtb RmlCD inh 5 and GlmU inhibition 0.2%.
Cn1cc(S(=O)(=O)NC(c2ccccc2)c2ccccc2)c(=O)n(C)c1=O was read as Mtb RmlCD inh -1 and GlmU inhibition -4.1%.
`CC(C)=CCc1c(O)ccc(C(=O)Cc2ccccc2)c1O` gave Mtb RmlCD inh 10 and GlmU inhibition -0.5%.
For CCC(C)/C(C)=N/NC(=O)CNS(=O)(=O)c1ccc([N+](=O)[O-])cc1 (stereo not drawn) the results were Mtb RmlCD inh -14 and GlmU inhibition 0.5%.
For CSc1nccn1CC(=O)Nc1ccc(F)cc1 the results were Mtb RmlCD inh -6 and GlmU inhibition -1.4%.
For CC(O)C(=O)N/N=C/c1ccccc1C(=O)O (stereo not drawn) the results were Mtb RmlCD inh 49 and GlmU inhibition 6.5%.
`COc1ccc(OC)c(S(=O)(=O)N2CCC(C(=O)Nc3cccc(C)c3C)CC2)c1` gave Mtb RmlCD inh -3 and GlmU inhibition 5.1%.
For CCN(CC)S(=O)(=O)c1cccc(N=Nc2c(O)c3ccccc3oc2=O)c1 the results were Mtb RmlCD inh 12 and GlmU inhibition 4.3%.
Screening CCNC(=O)CC1C(=O)N(c2cccc(OC)c2)C(=O)N1CCOC (stereo not drawn) returned Mtb RmlCD inh 24 and GlmU inhibition 0.1%.
O=C(CCc1ccc(S(=O)(=O)NCCc2ccccc2)cc1)Nc1ccc2c(c1)OCO2 was read as Mtb RmlCD inh 1 and GlmU inhibition 3.3%.
Screening Cc1csc(SCC(=O)Nc2ccc(Cl)cn2)n1 returned GlmU inhibition 1.2%.
`O=c1c2c(ncn2C2CCCC2)n(Cc2ccccc2)c(=O)n1CCOc1ccc(Br)cc1` gave Mtb RmlCD inh 11 and GlmU inhibition -0.5%.
Cc1ccc(-c2ccc(/C=C3\SC(N4CCOCC4)=NC3=O)o2)cc1 was read as Mtb RmlCD inh 6 and GlmU inhibition 3.4%.
CCOc1ccc(S(=O)(=O)N/N=C2/CC(c3ccccc3)Oc3ccccc32)cc1 (stereo not drawn) was read as GlmU inhibition -2.0%.
For O=C(CN1c2ccccc2Sc2ccccc21)N/N=C/c1ccc(Cl)cc1 the results were Mtb RmlCD inh -14 and GlmU inhibition -1.2%.
CC(C)CC1NC(=O)N(Cc2nc3ccccc3s2)C1=O (stereo not drawn) was read as Mtb RmlCD inh -6 and GlmU inhibition 12%.
Screening COc1cc2[nH]c(-c3cccc(F)c3)cc(=O)c2cc1OC returned GlmU inhibition -3.7%.
For CCP(=O)(c1ccccc1)C(C)(C)O (stereo not drawn) the results were Mtb RmlCD inh 14 and GlmU inhibition 4.8%.
Screening COC(=O)C1=C(c2cc3ccccc3s2)C[C@@H]2CC[C@H]1N2C(=O)NC1CCCCC1 returned GlmU inhibition -4.4%.
Screening Cc1[nH]c2ccccc2c1C(=O)COC(=O)C1CCC(=O)N1 (stereo not drawn) returned Mtb RmlCD inh 16 and GlmU inhibition 9.8%.
`Cc1cc(/C=N/NC(=O)c2cccc(F)c2)c(C)n1-c1ccccc1` gave Mtb RmlCD inh -7 and GlmU inhibition 0.7%.
Cc1ccc(NC(=O)Nc2ccc3c(c2)C(=O)OC3)cc1Cl was read as Mtb RmlCD inh 41 and GlmU inhibition -6.7%.
For O=C(N/N=C/c1cn[nH]c1-c1ccc(F)cc1)c1ccncc1 the results were Mtb RmlCD inh -12 and GlmU inhibition 1.0%.
Screening COc1cccc(CC2(CO)CCCN(Cc3c(C)cc(C)cc3-n3cccn3)C2)c1 (stereo not drawn) returned Mtb RmlCD inh -9 and GlmU inhibition -0.3%.
`CCOC(=O)c1c(C)c(C(=O)NCCc2ccccc2)c(C)n1C` gave Mtb RmlCD inh 3 and GlmU inhibition -0.7%.
`COc1ccc(-c2cc(-c3cc(C)ccc3O)[nH]n2)cc1` gave Mtb RmlCD inh -7 and GlmU inhibition 8.5%.
Cc1cc(C(=O)CSc2nnc(Nc3ccccc3F)s2)c(C)n1CC1CCCO1 (stereo not drawn) was read as Mtb RmlCD inh -11 and GlmU inhibition 9.2%.
For Cn1cccc1C1C=C(c2ccc(C(C)(C)C)cc2)Nc2ncnn21 (stereo not drawn) the results were GlmU inhibition 4.0%.
Screening COc1ccc(C(=O)NCC(=O)OCC(=O)NCc2cccs2)cc1 returned Mtb RmlCD inh 2 and GlmU inhibition 3.4%.
For O=C(CN1C(=O)CCC1=O)Nc1nc(-c2ccc(Cl)s2)cs1 the results were Mtb RmlCD inh -3 and GlmU inhibition 1.1%.
For CCO[C@@H]1OC(C(=O)NC2CC2)=C[C@H](C2CCCCC2)[C@H]1CCCO the results were GlmU inhibition -2.2%.
CC(OC(=O)CN(C)S(=O)(=O)c1ccc(Cl)cc1)C(=O)Nc1cccc(Cl)c1 (stereo not drawn) was read as GlmU inhibition -4.6%.
`Cc1ccc(N2CCN(CCc3nc4cc(NC(=O)c5ccco5)ccc4n3C)CC2)cc1` gave Mtb RmlCD inh -4 and GlmU inhibition 2.8%.
`O=S(=O)(NCC1CCCO1)c1cccc(C(F)(F)F)c1` (stereo not drawn) gave Mtb RmlCD inh 1 and GlmU inhibition -7.2%.
For COC(=O)C1=C[C@@H](C(=O)OC)[C@@H]2C3=C(C(=O)[C@@]2(C)NC(=O)c2ccccc2)[C@H](C)C(C(=O)OC)=C(C(=O)OC)[C@@H]3C1 the results were GlmU inhibition -6.9%.
`COc1cccc(NC(=O)Nc2cc(C)ccc2F)c1` gave Mtb RmlCD inh -5 and GlmU inhibition 3.4%.
For CCN(CC)c1nc2ccccc2nc1C(C#N)C(=O)NCCc1ccccc1 (stereo not drawn) the results were Mtb RmlCD inh 21 and GlmU inhibition -2.5%.
CCOCCn1c(CN2CCN(c3ccccc3)CC2)nc2c1c(=O)n(C)c(=O)n2C was read as GlmU inhibition -0.3%.
O=C(COc1ccc(Br)cc1)N1CCN(S(=O)(=O)/C=C/c2ccccc2)CC1 was read as Mtb RmlCD inh 8 and GlmU inhibition 0.7%.
`CCOc1ccc(NC(=O)C(CC)NC(=O)c2ccccc2CO)cc1` (stereo not drawn) gave Mtb RmlCD inh -2 and GlmU inhibition 2.4%.
For CCOc1cc(N2CCOCC2)c(OCC)cc1NC(=O)CSc1cccc[n+]1[O-] the results were Mtb RmlCD inh 0 and GlmU inhibition -5.0%.
Screening C/C=C/c1ccc(OCCn2cncn2)c(OC)c1 returned Mtb RmlCD inh 13 and GlmU inhibition -0.8%.
`COc1ccc(OC)c(NC(=O)c2nnn(Cc3ccc(Br)cc3F)c2N)c1` gave Mtb RmlCD inh 9 and GlmU inhibition -1.4%.
For COc1ccc(Oc2nc(Oc3ccc(OC)cc3)nc(Oc3ccc(OC)cc3)n2)cc1 the results were Mtb RmlCD inh -4 and GlmU inhibition 2.7%.
For c1ccc(Cn2ccnc2)cc1 the results were GlmU inhibition 3.9%.
For CC(C)Cc1nnc(NC(=O)CSc2nc(-c3ccccc3)cc(=O)[nH]2)s1 the results were Mtb RmlCD inh 1 and GlmU inhibition 0.9%.
COc1ccc(/C=C2\CCCC3C2=NN(C(=O)c2scnc2C)C3c2ccc(OC)cc2)cc1 (stereo not drawn) was read as Mtb RmlCD inh 5 and GlmU inhibition 4.5%.
`COc1ccc(C(=O)NC2CCN(C(=S)Nc3cccc(C)c3)CC2)cc1` gave GlmU inhibition -2.0%.
For COC(=O)CCC(=O)c1oc2ccccc2c1NC(=O)CCCN1C(=O)c2ccccc2C1=O the results were Mtb RmlCD inh 109 and GlmU inhibition 1.8%.
For COc1ccccc1Nc1cc(C(=O)NCc2cccnc2)c2ccccc2n1 the results were Mtb RmlCD inh -12 and GlmU inhibition 0.3%.
For COc1cccc(C(C)NC(=O)c2c(F)cccc2Cl)c1 (stereo not drawn) the results were Mtb RmlCD inh -5 and GlmU inhibition 2.1%.
Screening COc1ccc(CN2CCNC(=O)C2CC(=O)NCc2csc(C(C)C)n2)c(OC)c1 (stereo not drawn) returned Mtb RmlCD inh -2 and GlmU inhibition -4.7%.
For CCOC(=O)C1[C@H]2C(=O)N(CCCOC)C[C@]23C=C[C@H]1O3 (stereo partly drawn) the results were Mtb RmlCD inh 28 and GlmU inhibition 1.9%.
`Clc1ccc(OCCCCSc2ncccn2)cc1` gave GlmU inhibition 3.6%.
Screening Fc1ccc(Nc2cccc3nccnc23)cc1 returned Mtb RmlCD inh -11 and GlmU inhibition 2.2%.
`Cc1nnc2c(NC(C)C)nc3ccccc3n12` gave GlmU inhibition -1.3%.
COc1ccc(OCc2nc3ccc(S(=O)(=O)Nc4ccccc4Cl)cc3[nH]2)cc1 was read as Mtb RmlCD inh 24 and GlmU inhibition -6.2%.

Already shown: entries from further up.
For CC(C)Cc1nnc(NC(=O)CSc2nc(-c3ccccc3)cc(=O)[nH]2)s1 the results were Mtb RmlCD inh 1 and GlmU inhibition 0.9%.
COc1ccc(/C=C2\CCCC3C2=NN(C(=O)c2scnc2C)C3c2ccc(OC)cc2)cc1 (stereo not drawn) was read as Mtb RmlCD inh 5 and GlmU inhibition 4.5%.
`COc1ccc(C(=O)NC2CCN(C(=S)Nc3cccc(C)c3)CC2)cc1` gave GlmU inhibition -2.0%.
For COC(=O)CCC(=O)c1oc2ccccc2c1NC(=O)CCCN1C(=O)c2ccccc2C1=O the results were Mtb RmlCD inh 109 and GlmU inhibition 1.8%.
For COc1ccccc1Nc1cc(C(=O)NCc2cccnc2)c2ccccc2n1 the results were Mtb RmlCD inh -12 and GlmU inhibition 0.3%.
For COc1cccc(C(C)NC(=O)c2c(F)cccc2Cl)c1 (stereo not drawn) the results were Mtb RmlCD inh -5 and GlmU inhibition 2.1%.
Screening COc1ccc(CN2CCNC(=O)C2CC(=O)NCc2csc(C(C)C)n2)c(OC)c1 (stereo not drawn) returned Mtb RmlCD inh -2 and GlmU inhibition -4.7%.
